From PubChem
POLK inh: qHTS for Inhibitors of Polymerase Kappa | purified Pol kappa, fluorescent DNA synthesis assay, 10 min | Potency, µM (doses to about 107 µM), without a hit: at the top dose activity, negative = inhibition, actives largely listed as inhibitors | actives 0.53% (n = 400,000); note: potency is the fitted concentration of half-maximal effect; % is set by controls: 0 for no effect and ±100 for the full control effect
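10 nM Pol kappa preincubated 15 min at room temperature with compounds, then reaction started with substrate at 50 nM final. Fluorescence read kinetically at 0 and 10 min; buffer-only wells served as negative control.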
Pol beta inh: qHTS Assay for Inhibitors of DNA Polymerase Beta; P06746; Pol beta primer extension/strand displacement, fluorescence kinetic; Potency, µM (series often up to 114 µM), for the others: top-dose activity change, negative = inhibition, usual class: inhibitors; actives 1.3% (n = 340,000); note: potency is the fitted concentration of half-maximal effect; % is set by controls: 0 for no effect and ±100 for the full control effect
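Curves were derived by four-parameter Hill fits of normalized qHTS data. The kinetic fluorescent primer-extension read was taken at 0 and 10 min after 50 nM substrate, following a 15 min room-temperature preincubation of 10 nM enzyme with compounds.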
APEX1 inh: qHTS Assay for Inhibitors of the Human Apurinic/apyrimidinic Endonuclease 1 (APE1); DNA repair nuclease/redox regulator APEX1 (Homo sapiens), P27695; recombinant APE1, TAMRA/BHQ-2 abasic DNA cleavage fluorescence; Potency, µM (top dose mostly 65.8 µM), for the others: top-dose activity change, negative = inhibition, most hits filed as inhibitors; actives 0.35% (n = 350,000);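 note: potency is the fitted concentration of half-maximal effect; plate controls were vehicle for no effect and reference inhibitor for full effect; nearly all actives have a fitted effect of over 55% in size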
Target sequence (P27695 whole entry, looked up): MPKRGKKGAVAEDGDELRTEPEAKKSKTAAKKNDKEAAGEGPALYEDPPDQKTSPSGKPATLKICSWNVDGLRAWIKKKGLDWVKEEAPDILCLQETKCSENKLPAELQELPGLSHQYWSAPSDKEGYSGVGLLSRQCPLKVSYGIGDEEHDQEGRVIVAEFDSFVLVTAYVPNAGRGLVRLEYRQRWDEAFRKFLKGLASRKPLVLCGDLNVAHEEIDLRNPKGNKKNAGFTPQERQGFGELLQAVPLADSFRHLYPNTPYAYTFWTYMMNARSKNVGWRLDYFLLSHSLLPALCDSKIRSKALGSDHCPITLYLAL
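Measures dequenching upon AP-site incision of a 5'-TAMRA/3'-BHQ-2 THF-containing duplex, 50 nM; human APE1 0.75 nM after 15 min room-temperature exposure to compound; kinetic three-point read at one-minute spacing.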
Pol eta inh: qHTS for Inhibitors of Polymerase Eta; DNA polymerase eta (Homo sapiens), Q9Y253; recombinant Pol eta, fluorescent DNA replication assay; Potency, µM (series often up to 114 µM), without a hit: top-dose activity change, negative = inhibition, actives largely listed as inhibitors; actives 1.2% (n = 390,000); note: potency is the fitted concentration of half-maximal effect; % is set by controls: 0 for no effect and ±100 for the full control effect
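Fluorescent replication assay: 50 nM final substrate added after a 15 min room-temperature compound preincubation with 10 nM enzyme. Signal taken at 0 min and again at 10 min.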
PGK inhibitor: qHTS Assay to Find Inhibitors of Phosphoglycerate Kinase; AID 602233, 2012; Potency, µM (highest dose often 57.5 µM), without a hit: at the top dose activity change, negative = inhibition, actives largely listed as inhibitors; Phosphoglycerate kinase, glycosomal (Trypanosoma brucei brucei), P07378; actives 0.043% (n = 380,000); PGK/GAPDH coupled, Kinase-Glo luminescence, 60 min; note: potency is the fitted concentration of half-maximal effect; % is set by controls: 0 for no effect and ±100 for the full control effect; nearly all actives have a fitted effect of over 60% in size
Target sequence (P07378 whole entry, looked up): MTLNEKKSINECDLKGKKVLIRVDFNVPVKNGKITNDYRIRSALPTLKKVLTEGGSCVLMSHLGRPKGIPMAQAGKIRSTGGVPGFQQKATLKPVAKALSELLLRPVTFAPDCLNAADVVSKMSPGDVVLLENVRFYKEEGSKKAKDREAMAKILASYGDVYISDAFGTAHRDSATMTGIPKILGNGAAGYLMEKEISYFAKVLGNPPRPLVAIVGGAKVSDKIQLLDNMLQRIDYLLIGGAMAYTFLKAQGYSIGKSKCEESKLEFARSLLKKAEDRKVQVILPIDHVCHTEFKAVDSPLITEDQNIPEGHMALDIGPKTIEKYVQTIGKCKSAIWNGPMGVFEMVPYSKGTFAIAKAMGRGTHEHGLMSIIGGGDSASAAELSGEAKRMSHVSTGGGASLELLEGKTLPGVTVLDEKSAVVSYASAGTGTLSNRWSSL
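Luminescent ATP detection (Kinase-Glo Plus) follows a 60-minute room-temperature incubation, with wells lacking PGK as controls. Buffer: 100 mM TEA (pH 7.6), 5 mM MgCl2, 0.01% Tween-20. Coupling enzyme GAPDH (100 nM final) supplies unstable 1,3-BPG in-well.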
RXFP1 antagonist: qHTS Assay for Antagonists of the Relaxin Receptor RXFP1 | Relaxin receptor 1 (Homo sapiens), Q9HBX9 | HEK293-RXFP1, relaxin-stimulated cAMP HTRF, 30 min; hits give low values | activity change, negative = inhibition, % at 57.5 µM | actives 0.59% (n = 350,000) | AID 1259400, 2018;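 active = activity change of -60% or lower, but not beyond a set lower limit; inconclusive = change between -60% and -40%, or beyond the set limit; inactive = change above -40%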; note: % is set by controls: 0 for no effect and ±100 for the full control effect
BLM inh: qHTS Assay for Inhibitors of Bloom's syndrome helicase (BLM) | Potency, µM (series often up to 56.1 µM), without a hit: at the top dose activity change, negative = inhibition, usual class: inhibitors | actives 0.2% (n = 350,000) | AID 2528, 2010 | recombinant BLM DNA unwinding, fluorescence dequenching;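 note: potency is the fitted concentration of half-maximal effect; plate controls were vehicle for no effect and no enzyme for full effect; nearly all actives have a fitted effect of over 35% in size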
Apoferritin bind: qHTS Assay for Identification of Novel General Anesthetics; AID 485281, 2010; Potency, µM (series often up to 77.5 µM), for the others: top-dose activity change, negative = displacement, most hits filed as inhibitors; apoferritin/1-aminoanthracene competitive binding, fluorescence; actives 0.074% (n = 350,000); note: potency is the fitted concentration of half-maximal effect; % is set by controls: 0 for no effect and ±100 for the full control effect; nearly all actives have a fitted effect of over 20% in size
Target sequence (P02791 2-175 limits assumed): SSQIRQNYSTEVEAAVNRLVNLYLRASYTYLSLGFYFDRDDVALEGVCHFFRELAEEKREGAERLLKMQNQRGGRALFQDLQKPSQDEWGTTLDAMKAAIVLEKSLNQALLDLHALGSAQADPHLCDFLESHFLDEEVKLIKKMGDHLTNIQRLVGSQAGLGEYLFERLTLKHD
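In PBS, apoferritin at 10 uM is loaded with 1-AMA from a 50% saturated solution. After 10 min of compound exposure at ambient temperature, reduced 535 nm fluorescence indicates probe displacement.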
Pol iota inh: qHTS for Inhibitors of Polymerase Iota; DNA polymerase iota (Homo sapiens), Q9UNA4; Pol iota fluorescent replication assay, 10 min; Potency, µM (titrated, usually from 115 µM), for inactives: top-dose activity, negative = inhibition, usual class: inhibitors; actives 1% (n = 390,000); AID 588590, 2011; note: potency is the fitted concentration of half-maximal effect
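Pol iota at 10 nM preincubated 15 min with compounds at room temperature; reaction started with fluorescent substrate, 50 nM final. Fluorescence read kinetically at 0 and 10 min; buffer-only wells as negative control.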
* = called active by the depositor; i = inactive; ? = inconclusive; · = not tested or not shown; & = joins results of further samples; [ ] = dose if it differs, or a comment. Unless noted, calls come from the whole dose curve; as a rule, active = well fitted curve in the direction sought with a large enough effect; inconclusive = small, poorly fitted or top-dose-only effect, or another doubt; inactive = no such curve, though single readings can be large; an effect the other way counts as inactive or inconclusive. These rows are one share of the data, so the mix of outcomes need not match the whole.

SMILES | POLK inh | Pol beta inh | APEX1 inh | Pol eta inh | PGK inhibitor | RXFP1 antagonist | BLM inh | Apoferritin bind | Pol iota inh
Cc1cccc(N2CC(C(=O)Nc3nnc(SCc4ccccn4)s3)CC2=O)c1 (stereo not drawn) | ? | ? | -12% | 40µM* | 0% | -9 | -14% | ? | ?
CCOC(=O)/C(N=Nc1cc(C(=O)O)cc(C(=O)O)c1)=C(\O)CCl | -25% | 25% | 1% | ? | -2% | 3 | -5% | -9% | 5%
COc1ccc(Nc2nc(N3CCCCC3)nc3ccccc23)c(OC)c1 | -3% | ? | -4% | -18% | i | -14 | -11% | 393%[activator] | ?
COc1ccc(C)cc1NC(=S)NNC(=O)c1c(Br)cnn1C | -1% | 39% | 15% | -11% | -4% | -6 | 0% | -2% | -11%
COc1ccc(CN2C(=NC(=O)COc3ccccc3)SC3CS(=O)(=O)CC32)cc1 (stereo not drawn) | 1% | 34% | 41% | -4% | 0% | -11 | -8% | -5% | 19%
N#CCCn1cc(C(=O)N2CCOCC2)c(-c2ccc3c(c2)OCCO3)n1 | -11% | 2% | -1% | -9% | 4% | 10 | -2% | -2% | 13%
CCCCn1c(=O)nc2n(-c3ccc(OC)cc3)c3ccccc3cc-2c1=O | -17% | 5% | 8% | -7% | -1% | -25 | -8% | -7% | 59%[activator]
CCCCOC(=O)C1=C(C)NC(=O)NC1c1cccc([N+](=O)[O-])c1 (stereo not drawn) | -3% | 3% | 20% | -9% | 4% | 3 | -10% | -16% | -19%
COC(=O)c1cc(-c2cccs2)[nH]n1 | -17% | 0% | 9% | -6% | · | -4 | 5% | -9% | -25%
COC(=O)c1sccc1NC(=O)c1ccnn1C | -1% | 0% | 13% | -15% | -2% | -5 | -2% | -2% | -11%
COc1ccc2c(c1)C(=NNc1ccc(C(=O)O)cc1)c1cc(OC)ccc1-2 | 7% | -24% | -45% | ? | -3% | 2 | -5% | 3% | 9%
Cc1cccc(C(=O)Nc2nsc(N)n2)c1 | 4% | · | 8% | -16% | -6% | · | · | · | 55%[activator]
CN(CCCC(=O)NC1CC(C)(C)NC(C)(C)C1)S(=O)(=O)c1ccc([N+](=O)[O-])cc1 | -7% | ? | 26% | -2% | i | -15 | 0% | -4% | 51%[activator]
O=C(Cc1cn2ccsc2n1)OCc1nc2ccccc2s1 | -4% | -1% | -3% | ? | -3% | -4 | -7% | -12% | ?
COc1ccc(-c2cccc(C3CC=CC4C3C(=O)N(Cc3ccccc3)C4c3ccc(C(F)(F)F)cc3)c2)cc1 (stereo not drawn) | 10%&1% | -8% | 3%&0% | 1% | -9% | · | -6%&-5% | -2%&-7% | 26%&6%
CCOC(=O)C1(C(=O)O)NC(=O)CC1c1ccccc1 (stereo not drawn) | 0% | 20% | 3% | -8% | · | 5 | 0% | -4% | -13%
Cc1ccc2cc(CN(Cc3cccs3)C(=O)c3ccco3)c3nnnn3c2c1C | · | 8% | 7% | · | · | · | -3% | 0% | ·
COc1ccccc1OCC(=O)NCCSCc1cccc(Cl)c1 | -11% | 14% | -5% | -10% | i | 6 | -5% | -1% | -15%
Cc1ccc(NC(=O)c2cc(N3C(=O)C4CCCCC4C3=O)ccc2N2CCOCC2)cc1 (stereo not drawn) | -8% | -23% | -2% | 1% | 0% | 1 | -6% | -17% | 17%
COc1ccc(NC(=O)CN(C)C(=O)c2cn(-c3ccccc3)nc2-c2ccc(OC)cc2)cc1 | -9% | · | -17% | -9% | -1% | -2 | · | · | -4%

Compound profiles, as listed above:
COc1ccc(CN2C(=NC(=O)COc3ccccc3)SC3CS(=O)(=O)CC32)cc1 (stereo not drawn) is listed with POLK inh = 1%; Pol beta inh = 34%; APEX1 inh = 41%; Pol eta inh = -4%; PGK inhibitor = 0%; RXFP1 antagonist = -11; BLM inh = -8%; Apoferritin bind = -5%; Pol iota inh = 19%
Cc1cccc(N2CC(C(=O)Nc3nnc(SCc4ccccn4)s3)CC2=O)c1 (stereo not drawn) is listed with POLK inh = ?; Pol beta inh = ?; APEX1 inh = -12%; Pol eta inh = 40µM*; PGK inhibitor = 0%; RXFP1 antagonist = -9; BLM inh = -14%; Apoferritin bind = ?; Pol iota inh = ?

Further records follow:
SMILES | POLK inh | Pol beta inh | APEX1 inh | Pol eta inh | PGK inhibitor | RXFP1 antagonist | BLM inh | Apoferritin bind | Pol iota inh
C=CC[C@@H](CC(=O)N[C@H](CO)Cc1ccccc1)C(=O)N[C@H](COC(=O)[C@@H](CC=C)CC(=O)OC(C)(C)C)Cc1ccccc1 | 13% | · | -2% | -9% | -9% | · | · | · | 7%
COc1ccc(NC(=O)COC(=O)c2n[nH]c3ccccc23)c(OC)c1 | -6% | · | -12% | -14% | 6% | -25 | · | · | 14%
COc1ccc(N2CCN(C(=S)NCCc3ccccc3)CC2)cc1 | -2% | · | · | -14% | -10% | 1 | · | · | -9%
COc1ccc(N2CCN(C(=O)c3ccc(C)c(NC(=O)c4ccco4)c3)CC2)cc1 | -1% | 37% | 35% | -10% | -8% | -13 | -5% | -7% | 19%
COc1cccc(CNC(=O)c2nnn(-c3ccc(OC(F)(F)F)cc3)c2N)c1 | -6% | 14% | -8% | -9% | -10% | -9 | 0% | -14% | -2%
COC(=O)C(C(=O)NCC1CCCO1)C1CCCCCC1 (stereo not drawn) | -18% | -19% | 2% | -18% | -3% | -1 | 0% | -1% | 9%
CC(C)(C)c1cc(NC(=O)CCSc2nnc3ccccn23)cc(C(C)(C)C)c1 | 5% | · | · | -11% | -4% | -11 | · | · | 24%
COc1cccc(-c2cnc(OC(C)(C)C)nc2OC(C)(C)C)c1 | -3% | -1% | -4% | -9% | -2% | -12 | -8% | 3% | ?
N/C(=N\OC(=O)N1CCOCC1)c1ccccc1 | -4% | 2% | -4% | 1% | 6%[11.5 µM] | -17 | 1% | -3% | 23%
NS(=O)(=O)c1ccc(NC(=O)c2ccc3c(c2)CCCC3)cc1 | -16% | 9% | 22% | 8% | -5% | 5 | -3% | 1% | 7%
CC(=O)Nc1ccc(C23CC4CC(CC(C4)C2)C3)cc1 | -20% | -3% | -12% | -27% | -9% | -5 | -8% | ? | ?
N=c1c2c(-c3ccccc3)c(-c3ccccc3)oc2ncn1CCCN1CCOCC1 | -6% | 0% | -2% | -22% | 3% | -11 | 2% | -18% | 8%
COCCn1c(=O)[nH]c2cc(C(=O)N3CCN(c4ccccc4)CC3)ccc2c1=O | -7%&0% | 2%&23% | 14% | -1%&-11% | 2% | -10 | -2%&-1% | 3%&6% | 95%&-8%[activator]
Cc1cc(NC(=O)Nc2ccc(Cl)cc2)n(C)n1 | -2% | -17% | 12% | -4% | -8% | -6 | -4% | -6% | 21%
COc1ccc(-c2nn(-c3ccccc3)cc2CNC(=O)c2cccc([N+](=O)[O-])c2)cc1 | -4% | 0% | -3% | -18% | 2% | 4 | -3% | 1% | 56%[activator]
CS(=O)(=O)N(CC(=O)NCCSCc1ccco1)c1ccc2c(c1)OCO2 | -17% | -1% | 2% | -12% | 5% | -19 | -3% | -13% | -10%
CC(=O)Nc1ccc(S(=O)(=O)N2CCc3cc4c(cc3C2C)OCCCO4)cc1 (stereo not drawn) | -2% | 17% | -13% | 2% | -1% | -12 | -5% | -17% | 6%
CC1CCCC(C)N1C(=O)CSCc1ccc(Cl)cc1 (stereo not drawn) | -16% | 24% | 14% | -12% | 10% | 39 | 1% | ? | 7%
COc1ccc(C2CCCN2C(=S)Nc2cccc(C)c2)cc1OC (stereo not drawn) | 1% | -19% | -3% | -10% | 6% | -10 | -1% | -6% | 22%
CC(C)C(=O)Nc1c(-c2cccc(Cl)c2)c(=O)c2ccccc2n1C | -6% | 2% | 69%[activator] | 3% | -10% | 5 | -1% | -1% | -23%

Compounds above that contain a halogen:
SMILES | POLK inh | Pol beta inh | APEX1 inh | Pol eta inh | PGK inhibitor | RXFP1 antagonist | BLM inh | Apoferritin bind | Pol iota inh
CCOC(=O)/C(N=Nc1cc(C(=O)O)cc(C(=O)O)c1)=C(\O)CCl | -25% | 25% | 1% | ? | -2% | 3 | -5% | -9% | 5%
COc1ccc(C)cc1NC(=S)NNC(=O)c1c(Br)cnn1C | -1% | 39% | 15% | -11% | -4% | -6 | 0% | -2% | -11%
COc1ccc(-c2cccc(C3CC=CC4C3C(=O)N(Cc3ccccc3)C4c3ccc(C(F)(F)F)cc3)c2)cc1 (stereo not drawn) | 10%&1% | -8% | 3%&0% | 1% | -9% | · | -6%&-5% | -2%&-7% | 26%&6%
COc1ccccc1OCC(=O)NCCSCc1cccc(Cl)c1 | -11% | 14% | -5% | -10% | i | 6 | -5% | -1% | -15%
COc1cccc(CNC(=O)c2nnn(-c3ccc(OC(F)(F)F)cc3)c2N)c1 | -6% | 14% | -8% | -9% | -10% | -9 | 0% | -14% | -2%
Cc1cc(NC(=O)Nc2ccc(Cl)cc2)n(C)n1 | -2% | -17% | 12% | -4% | -8% | -6 | -4% | -6% | 21%
CC1CCCC(C)N1C(=O)CSCc1ccc(Cl)cc1 (stereo not drawn) | -16% | 24% | 14% | -12% | 10% | 39 | 1% | ? | 7%
CC(C)C(=O)Nc1c(-c2cccc(Cl)c2)c(=O)c2ccccc2n1C | -6% | 2% | 69%[activator] | 3% | -10% | 5 | -1% | -1% | -23%
